From PubChem BioAssay
Ba/F3 V617F tox = reduce viability of Ba/F3 cells dependent on JAK2V617F | Ba/F3 EpoR-JAK2V617F viability, ATP luminescence | inhibition, % at 5.6 µM | actives 1.1% (n = 220,000);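 active = inhibition above the campaign mean plus 3 SD over all tested compounds, cut at about 24% in these data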;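 also: cytokine-independent growth of Ba/F3 cells driven by EpoR plus mutant JAK2; 0% = DMSO-treated cells and 100% = JAK inhibitor I control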
S1P4 agonist = activates the human S1P4 receptor | S1P4-expressing cell line, agonist reporter assay | activation, % at 4.98 µM | AID 1509 | actives 0.35% (n = 220,000); in the data active = activation above about 11%;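 also: 0% = DMSO vehicle and 100% = reference agonist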
Target sequence (O95977 whole entry, looked up): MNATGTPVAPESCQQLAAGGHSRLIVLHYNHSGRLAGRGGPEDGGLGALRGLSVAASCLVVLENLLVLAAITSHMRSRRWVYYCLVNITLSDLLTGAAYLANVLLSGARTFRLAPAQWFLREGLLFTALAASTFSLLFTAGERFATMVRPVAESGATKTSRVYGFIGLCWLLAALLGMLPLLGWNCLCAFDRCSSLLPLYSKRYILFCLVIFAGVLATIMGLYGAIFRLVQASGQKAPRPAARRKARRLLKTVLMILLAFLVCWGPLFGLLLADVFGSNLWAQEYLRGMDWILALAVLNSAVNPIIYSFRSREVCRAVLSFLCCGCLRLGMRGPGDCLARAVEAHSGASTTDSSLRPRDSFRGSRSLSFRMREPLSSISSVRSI
BaF3 tox = parental Ba/F3 viability inhibition as JAK2V617F counter-screen. inhibition, % at 5.6 µM. actives 1.1% (n = 220,000). AID 1486. CellTiter-Glo ATP luminescence;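 active = inhibition above a per-campaign cutoff, the mean inhibition of all tested compounds plus 3 SD, cut at about 27% in these data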;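 also: 0% = DMSO wells and 100% = JAK Inhibitor I control wells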
S1P4 antagonist = blocks the human S1P4 receptor. O95977. S1P4-expressing cells, antagonist mode, reporter read-out. inhibition, % at 4.98 µM. actives 0.26% (n = 220,000); in the data active = inhibition above about 29%;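 also: 0% = wells stimulated with agonist and 100% = vehicle wells without agonist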
PERK inh = inhibitors of human PERK kinase; AID 1416; actives 0.17% (n = 220,000); CHO PERK-DD fusion, SEAP luminescence translation reporter; inhibition, % at 5.6 µM;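 active = inhibition above the mean inhibition of all tested compounds plus 3 SD, set separately per screening campaign, cut at about 2.9% in these data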;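 also: PERK kinase domain activated by AP20187 dimerizer at 100 nM; 0% = DMSO with dimerizer and 100% = rapamycin at 8.4 µM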
Mdm2 ligase inh = inhibitors of human Mdm2 E3 ubiquitin ligase; cell-based MDM2 ubiquitination luciferase reporter, 2 h; 0 = plate control, 100 = twice control, blank-subtracted; signal enhancement, % at 5 µM; actives 0.11% (n = 210,000); AID 1230;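 active = signal enhancement of 30% or more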;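 also: luminescence tracks abundance of the self-degrading MDM2-luciferase fusion protein; higher signal means inhibition of MDM2 E3 ligase activity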
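Buffer or medium: Cells held in DMEM | Assay system: Stable mammalian line carrying autodegrading MDM2–luciferase fusion reporter | Quantity: 2000 cells/well | Times: 4 h settle plus 2 h compound, 37 °C | Doses: One concentration, 5 µM, with 0.2% DMSO | Technique: Luminescence with SteadyLite reagent, 15 min at room temperature | Benchmarks: Plate controls and plate blanks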
eIF4E 4G PPI = blocks eIF4E binding to eIF4G | TR-FRET eIF4E-eIF4GI(517-606) binding, 2 h | inhibition, % at 21.7 µM | actives 0.37% (n = 220,000) | AID 782;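 active = inhibition above about 30%, limit read from the data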;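 also: 0% = full FRET control wells and 100% = background wells lacking eIF4GI fragment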
Wee1 degr inh = blocks degradation of human Wee1 kinase. P30291. HeLa Luc-Wee1K328M stability, luciferase luminescence; 100% = proteasome inhibitor MG132 effect. reporter increase, % at 5 µM. actives 1.2% (n = 220,000). AID 1321;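 active = activation above the mean of all tested compounds plus 3 SD, set per screening run, cut at about 8.8% in these data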;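 also: cells exposed to compound for 20 h before luminescence read; 0% = DMSO alone and 100% = MG132 at 30 µM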
NPY-Y2 PAM-ag = potentiates or activates human NPY-Y2 receptor; P49146; activation, % at 3.6 µM; actives 0.45% (n = 220,000); cells expressing NPY-Y2, potentiator/agonist read-out; in the data active = activation above about 27%;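 also: cells stimulated with NPY near EC25 plus isoproterenol at EC100; 0% = vehicle plus submaximal agonist and 100% = vehicle plus saturating agonist; some results beyond the cut were filed as inactive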
Target sequence (P49146 whole entry, looked up): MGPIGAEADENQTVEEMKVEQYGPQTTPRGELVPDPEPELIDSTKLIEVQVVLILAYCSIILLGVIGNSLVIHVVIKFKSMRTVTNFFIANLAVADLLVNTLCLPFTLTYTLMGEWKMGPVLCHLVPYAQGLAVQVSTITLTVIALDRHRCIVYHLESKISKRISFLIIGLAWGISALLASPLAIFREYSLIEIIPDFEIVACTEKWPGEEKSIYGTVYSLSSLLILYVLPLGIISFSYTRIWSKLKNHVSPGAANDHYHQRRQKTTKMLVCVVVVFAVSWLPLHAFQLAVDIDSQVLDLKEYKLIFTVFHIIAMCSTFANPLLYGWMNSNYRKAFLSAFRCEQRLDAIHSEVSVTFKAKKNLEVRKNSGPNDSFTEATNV
* = called active by the depositor; nt = not tested or not shown; [ ] = dose if it differs, or a comment.

SMILES	Ba/F3 V617F tox	S1P4 agonist	BaF3 tox	S1P4 antagonist	PERK inh	Mdm2 ligase inh	eIF4E 4G PPI	Wee1 degr inh	NPY-Y2 PAM-ag
Cc1nnc(SCCn2c(N3CCCC(C)C3)nc3c2c(=O)n(C)c(=O)n3C)s1 (stereo not drawn)	-4	0.2	1	-26	-0.4	-11	-3	-2	-20
Oc1cccc(NC(=S)Nc2ccc(SC(F)F)cc2)c1	0	0.0	3	-6	1.1	-11	4	-1	0
CSCCC(NC(=O)OC(C)(C)C)C(=O)NC(C(=O)NC(CC(C)C)C(N)=O)C(C)C (stereo not drawn)	-3	3.3	5	9	1.0	3	2	-1	5
COc1cc(/C=C/C(=O)O)ccc1OCc1ccccc1C#N	-4	0.9	0	-6	1.0	9	18	-5	1
O=C(/C=C/c1ccc([N+](=O)[O-])cc1)NCc1ccco1	1	-0.3	5	-17	0.3	-8	4	1	0
O=C(C[n+]1cc(-c2ccc(F)cc2)n2c1CCC2)c1cccs1	11	-0.2	29*	18	0.6	-7	5	0	-9
O=C(COc1ccccc1[N+](=O)[O-])N/N=C/C=C/c1ccco1	3	-1.5	95*	9	0.6	6	15[fluorescence artefact?]	-1	-6
CC(C)(C)c1cc(=O)n2c(nc3ccccc32)[nH]1	1	-0.8	7	-2	0.1	-13	1[fluorescence artefact?]	-1	-9
CC1=NNC(=O)C1CCC(=O)N/N=C/c1c(Cl)cccc1Cl (stereo not drawn)	3	1.4	5	-1	0.5	-6	0	5	13
COc1cccc2cc(C(=O)C3=C(O)C(=O)N(CCN4CCOCC4)C3c3ccc(Cl)cc3)oc12 (stereo not drawn)	0	1.7	-3	-5	1.1	-41	3	3	-1
COc1cccc(/C=N/NC(=O)c2csc(-n3nc(C)cc3C(F)(F)F)n2)c1	2	-1.1	1	8	-0.7	-4	6	9	-25
O=C(CN1CC[n+]2c(-c3ccccc3)csc21)c1ccc(Br)cc1	-2	0.9	-5	8	-0.1	-6	-12	0	-15
COc1ccc(C(C2C(=O)CC(C)(C)CC2=O)C2C(=O)CC(C)(C)CC2=O)cc1	-5	0.8	1	4	0.8	-9	0	-2	-14
Cc1ccnc(NC(=S)NC(=O)/C=C/c2ccc(Cl)cc2)c1	-2	0.9	3	-16	0.7	-6	7	3	8
CC(C)CCCCCCNC(=S)Nc1ccc(S(=O)(=O)N2CCOCC2)cc1	2	0.4	7	2	0.5	-9	7	2	10
O=C(O)[C@H](Cc1ccccc1)NC(=O)N1CCN(c2cccc(C(F)(F)F)c2)CC1	-2	1.3	2	-38	0.2	-21	-1	8	-26
COc1ccc(-c2cc(C(F)(F)F)nc(SCC(=O)NCc3cccs3)n2)cc1	3	0.0	3	-14	0.0	-3	-11	-3	-11
COc1ccc(C)cc1NC(=S)NNC(=O)c1c(Br)cnn1C	2	2.2	8	0	0.4	-4	0	0	-14
CCCCOc1ccc(C(NC(=O)OCC)NC(=O)OCC)cc1	3	0.7	12	1	0.0	-6	-27	-2	13
COc1cc(OC)cc(C(=O)N[C@H](C(=O)OCn2nnc3ccccc3c2=O)C(C)C)c1	0	-1.3	5	12	0.3	4	0	-1	4

For convenience, 4 of the compounds above:
SMILES	Ba/F3 V617F tox	S1P4 agonist	BaF3 tox	S1P4 antagonist	PERK inh	Mdm2 ligase inh	eIF4E 4G PPI	Wee1 degr inh	NPY-Y2 PAM-ag
COc1ccc(-c2cc(C(F)(F)F)nc(SCC(=O)NCc3cccs3)n2)cc1	3	0.0	3	-14	0.0	-3	-11	-3	-11
COc1ccc(C)cc1NC(=S)NNC(=O)c1c(Br)cnn1C	2	2.2	8	0	0.4	-4	0	0	-14
CCCCOc1ccc(C(NC(=O)OCC)NC(=O)OCC)cc1	3	0.7	12	1	0.0	-6	-27	-2	13
COc1cc(OC)cc(C(=O)N[C@H](C(=O)OCn2nnc3ccccc3c2=O)C(C)C)c1	0	-1.3	5	12	0.3	4	0	-1	4

The list continues:
SMILES	Ba/F3 V617F tox	S1P4 agonist	BaF3 tox	S1P4 antagonist	PERK inh	Mdm2 ligase inh	eIF4E 4G PPI	Wee1 degr inh	NPY-Y2 PAM-ag
CCCCC(CC)CNC(=O)c1[nH]c(C)c(C(C)=O)c1C (stereo not drawn)	-4	1.2	9	-10	1.4	-34	9	2	1
Cc1cc(C)cc(Nc2nc3c([nH]2)c(=O)n(C)c(=O)n3C)c1	5	-0.2	14	-6	0.3	-21	4	2	8
CC(C)c1ccccc1-n1c(SCC(=O)c2ccc3c(c2)NC(=O)CO3)nc2ccccc2c1=O	0	0.0	4	-4	0.7	-8	-10	1	-21
O=C(NCc1ccccc1)N1CCC(n2cnc3cc(F)ccc32)CC1	4	1.2	0	-13	-1.1	17	0	-1	-11
CCOC(=O)c1nn(-c2ccc(F)cc2)c(=O)c2c(N)scc12	-3	-0.2	0	-5	0.8	16	1	-1	13
[O-][N+]1=C(c2cccs2)CN(O)C1	-2	-0.6	2	-9	0.8	-10	-5[fluorescence artefact?]	3	5
CCOC(=O)C(Oc1ccc2c(-c3ccccc3)cc(=O)oc2c1)c1ccccc1 (stereo not drawn)	0	0.6	5	-18	-1.2	5	9	-3	-13
Cc1csc2c(NCCCN3CCOCC3)ncnc12	0	-0.1	-1	-3	0.8	-9	-3	1	-11
NCCc1c(C(=O)O)[nH]c2ccc([N+](=O)[O-])cc12	1	1.9	-5	-8	0.9	nt	-7	-4	-3
O=C(Cc1ccc(Cl)cc1)Nc1ccc(N2CCN(C(=O)c3ccco3)CC2)cc1	3	0.1	3	-8	-0.4	-9	-16	2	-2
Cc1ccc2[nH]c(C(=O)O)c(NC(=O)[C@@H]3C[C@@H]3c3ccccc3)c2c1	1	0.9	2	-28	0.6	-1	0	-1	0
CC(C)(C)n1nnc(CCc2nnn(C(C)(C)C)n2)n1	-2	-0.5	-5	18	0.1	-15	2	0	-9
CCN(CC)CCNC(=O)c1ccc(Cl)c(S(=O)(=O)N2CCCCCC2)c1	2	2.6	6	-11	-1.5	1	0[fluorescence artefact?]	1	-13
CC1CN(S(=O)(=O)c2cccc(C(=O)OCc3cc(=O)oc4cc(O)ccc34)c2)CC(C)O1 (stereo not drawn)	0	0.5	2	5	-2.0	-11	nt	-2	0
OCCC1CN(Cc2ccn[nH]2)CCN1Cc1ccc(F)c(F)c1 (stereo not drawn)	2	1.3	8	-21	0.7	-14	1	1	11
O=C(COc1ccc2ccccc2c1)Nc1cccc2c1C(=O)NC2=O	0	0.5	4	-8	0.7	-8	13	1	6
O=C(CCSc1ccc(Cl)cc1)NCc1ccncc1	-1	2.4	5	-6	0.6	-9	-4	-2	-6
C=CCn1c(-c2ccc(OC)c(OC)c2)n[nH]c1=S	-3	-1.0	5	-12	1.2	2	28	-1	-4
COc1ccc(OC)c(C2CC(=O)C(C)C(c3cc(OC)ccc3OC)N2)c1 (stereo not drawn)	-4	-3.5	5	-21	-0.9	-3	-4	0	17
CCOC1=C/C(=C/c2c(N)n3nc(S(=O)(=O)CC)sc3nc2=O)C=CC1=O	3	-1.8	6	-10	0.4	6	0	2	-2

Shown with values under each structure: entries from further up
Value order – Ba/F3 V617F tox | S1P4 agonist | BaF3 tox | S1P4 antagonist | PERK inh | Mdm2 ligase inh | eIF4E 4G PPI | Wee1 degr inh | NPY-Y2 PAM-ag
- NCCc1c(C(=O)O)[nH]c2ccc([N+](=O)[O-])cc12
  1 | 1.9 | -5 | -8 | 0.9 | nt | -7 | -4 | -3
- O=C(Cc1ccc(Cl)cc1)Nc1ccc(N2CCN(C(=O)c3ccco3)CC2)cc1
  3 | 0.1 | 3 | -8 | -0.4 | -9 | -16 | 2 | -2
- Cc1ccc2[nH]c(C(=O)O)c(NC(=O)[C@@H]3C[C@@H]3c3ccccc3)c2c1
  1 | 0.9 | 2 | -28 | 0.6 | -1 | 0 | -1 | 0
- CC(C)(C)n1nnc(CCc2nnn(C(C)(C)C)n2)n1
  -2 | -0.5 | -5 | 18 | 0.1 | -15 | 2 | 0 | -9
- CCN(CC)CCNC(=O)c1ccc(Cl)c(S(=O)(=O)N2CCCCCC2)c1
  2 | 2.6 | 6 | -11 | -1.5 | 1 | 0[fluorescence artefact?] | 1 | -13

Additional compounds follow.
SMILES	Ba/F3 V617F tox	S1P4 agonist	BaF3 tox	S1P4 antagonist	PERK inh	Mdm2 ligase inh	eIF4E 4G PPI	Wee1 degr inh	NPY-Y2 PAM-ag
CCOC(=O)c1c(NC(=O)c2cc3n(n2)C(C(F)(F)F)CC(c2cccs2)N3)sc(C)c1C (stereo not drawn)	-2	-1.3	2	2	1.2	-9	8[fluorescence artefact?]	2	6
CCCOC(=O)C1=C(C)N(C)C(=O)NC1c1cc2c(cc1[N+](=O)[O-])OCO2 (stereo not drawn)	0	-0.3	1	-15	0.1	-7	7	2	11
O=C(NC1=NCCS1)c1sc2ccccc2c1Cl	0	0.7	3	-21	0.4	-19	-9	5	14
CN(C)Cc1c(O)c(Cl)cc2c3c(c(=O)oc12)CCCC3	2	1.6	3	-16	-1.5	-20	5	-1	0
O=C(c1cccn2c(=O)c3ccccc3nc12)N1CCN(c2ccccn2)CC1	0	0.6	5	-8	-1.0	-11	-2	-3	8
COC(=O)C1(C(F)(F)F)N=C2Sc3ccccc3N2C(N2CCOCC2)=N1 (stereo not drawn)	5	-0.9	4	-3	0.4	6	0	-1	-5
Cc1cc(C)n(-c2nc(SCC(=O)N3CCCC3)c3c4c(sc3n2)CCCC4)n1	-1	3.3	0	-12	-1.6	-14	-2	0	-13
COc1ccc(C(=O)Nc2cc(OC)c(Cl)cc2OC)cc1	0	1.3	3	8	0.1	1	-2	2	-5
CC(C)Sc1nc2ccccc2c(=O)[nH]1	-3	3.5	1	-3	-0.7	-8	-12	8	-10
Cc1ccnc(SCC(=O)N2CCN(c3ccccc3)CC2)n1	-3	1.0	1	-5	0.4	0	3	-1	-8
Cc1ccc(C(C(=O)NC(C)(C)C)N(Cc2ccc3c(c2)OCO3)C(=O)c2ccc(CN3CCOCC3)o2)o1 (stereo not drawn)	1	1.0	2	4	-0.3	-11	-2	0	-4
Cc1ccc(C(=O)COC(=O)CCc2ccc(S(=O)(=O)N3CCCCC3)cc2)cc1	1	3.0	1	-11	0.8	-11	-2	-2	0
